SIRT5 inh = inhibitors of human sirtuin-5 desuccinylase; Q9NXA8; hit rate 1.1% among 330,000; Purified SirT5, succinyl-peptide AMC, trypsin-coupled fluorescence; AID 652115; inhibition, % at 15 µM; in the data active = inhibition above about 15%; inconclusive = no clear call, values can overlap the other calls
Target sequence (Q9NXA8 whole entry, looked up): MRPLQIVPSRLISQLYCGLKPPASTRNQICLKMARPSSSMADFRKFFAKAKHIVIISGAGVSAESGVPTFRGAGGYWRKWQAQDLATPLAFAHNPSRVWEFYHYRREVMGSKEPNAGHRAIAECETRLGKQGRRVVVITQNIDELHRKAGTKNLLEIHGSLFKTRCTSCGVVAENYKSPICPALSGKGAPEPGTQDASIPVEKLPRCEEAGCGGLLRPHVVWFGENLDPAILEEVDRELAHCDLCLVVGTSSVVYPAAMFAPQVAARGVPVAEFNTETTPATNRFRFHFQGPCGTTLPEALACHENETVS
miR-122 sensor = blocks miR-122 activity in Huh7 sensor cells. Huh7 miR-122 Renilla luciferase sensor, 48 h; neutral wells = 0, positive control = 100. activation (reporter increase), % at 12.5 µM. hit rate 0.3% among 340,000. AID 602342;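 active = mean replicate activation score at least 90 and every replicate individually at or above 90; inconclusive = only one of the two criteria met; inactive = neither criterion met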;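 note: higher luciferase means less miR-122 activity so hits act as miR-122 inhibitors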
ERp5 inh = ERp5 (human) disulfide isomerase inhibition; Q15084; ERp5 insulin aggregation, absorbance 650 nm, 90 min; inhibition, % at 9.99 µM; hit rate 0.05% among 350,000; AID 651711;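 active = mean replicate inhibition above about 25%, with every replicate also reaching it, limit read from the data, passing the limit was not always enough; inconclusive = only one of those two criteria met; inactive = neither criterion met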
Target sequence (Q15084 whole entry, looked up): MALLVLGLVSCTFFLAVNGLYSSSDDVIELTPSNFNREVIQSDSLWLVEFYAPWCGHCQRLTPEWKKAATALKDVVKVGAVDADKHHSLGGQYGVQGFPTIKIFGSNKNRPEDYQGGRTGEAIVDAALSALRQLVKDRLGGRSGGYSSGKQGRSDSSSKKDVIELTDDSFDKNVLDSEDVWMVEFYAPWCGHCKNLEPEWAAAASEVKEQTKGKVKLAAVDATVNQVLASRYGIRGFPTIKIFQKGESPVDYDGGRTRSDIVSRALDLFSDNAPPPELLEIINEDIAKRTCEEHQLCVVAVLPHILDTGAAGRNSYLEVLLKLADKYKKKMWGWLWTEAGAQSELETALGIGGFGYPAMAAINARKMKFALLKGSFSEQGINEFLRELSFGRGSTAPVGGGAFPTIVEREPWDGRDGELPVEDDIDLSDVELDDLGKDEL
CFTR F508del cor = CFTR F508del correction in bronchial cells; CFBE cells, YFP halide quenching; stimulated with forskolin plus potentiator P3; % fluorescence drop versus neutral controls; hit rate 0.36% among 350,000; activity (quench increase), % at 7.58 µM;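 active = mean added fluorescence quench of at least 8% versus neutral control, with both replicates also reaching 8%; inconclusive = only one of the mean or replicate conditions met; inactive = mean below 8% and not both replicates reaching 8%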;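 note: cells transiently co-express mutant CFTR-F508del with the halide-sensitive YFP; corrector assay measuring rescue of mutant channel to the surface after 24 h compound exposure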
Casp6 inh = inhibitors of human caspase-6; P55212; purified caspase-6, Z-VEID-R110 cleavage fluorescence; inhibition, % at 12.5 µM; hit rate 0.53% among 350,000; AID 686996;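 active = mean inhibition across replicates at least about 35%, with every replicate also reaching that limit, limit read from the data; inconclusive = only one of the two criteria met; inactive = neither criterion met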;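 note: 0% = median of neutral control wells and 100% = no fluorescence left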
Target sequence (P55212 24-179 limits assumed): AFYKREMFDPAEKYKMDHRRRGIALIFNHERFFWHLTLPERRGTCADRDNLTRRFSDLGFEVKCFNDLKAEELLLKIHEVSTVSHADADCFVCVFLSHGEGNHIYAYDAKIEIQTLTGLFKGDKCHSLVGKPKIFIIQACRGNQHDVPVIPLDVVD
Target sequence (P55212 194-293 limits assumed): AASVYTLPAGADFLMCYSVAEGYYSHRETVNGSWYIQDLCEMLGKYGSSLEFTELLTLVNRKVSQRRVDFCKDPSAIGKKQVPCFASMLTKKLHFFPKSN
ERAP1 HTS inh = ERAP1 (human) enzyme inhibition; Q9NZ08; hit rate 0.15% among 340,000; recombinant ERAP1, Leu-AMC fluorescence, 60 min; inhibition, % at 10.7 µM;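 active = mean replicate inhibition of at least 30%, or all replicates individually reaching that 30% level; inactive = mean below 30% and not every replicate reaching it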;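 note: 0% = neutral control wells and 100% = L-leucinethiol positive control wells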
DENV2 CPE rescue = DENV2-induced cell death inhibition | CPE inhibition, % at 9.99 µM | hit rate 1.7% among 350,000 | DENV2-infected cells, cytopathic effect rescue, plate reader; in the data active = CPE inhibition above about 20%, passing the limit was not always enough; inconclusive = no clear call, values can overlap the other calls; tested in BHK-21 cells;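 note: 0% = median of neutral control wells and 100% = median of positive control wells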
An asterisk follows results filed as active; u = inconclusive; x = no result given; & = joins results of further samples; ! = a repeat was not active; [ ] = another dose, or the depositor's remark.

molecule,SIRT5 inh,miR-122 sensor,ERp5 inh,CFTR F508del cor,Casp6 inh,ERAP1 HTS inh,DENV2 CPE rescue
O=C(NCCc1ccccc1)C1CCN(c2ncccn2)CC1,-4,-5,-2,0.5,-2,-3,4
O=[N+]([O-])c1ccccc1CCc1cnc(Cl)s1,-1,-8,4,-3.1,5,1,-4
Cc1cccc(C(=O)NCc2ccco2)c1,-1,-3,-2,-3.0,10,4,-5
CC(=O)c1ccc(NC(=O)CNC2CCCCC2)cc1,-8,x,4,-0.2,-8,2,11
CN(C)CCCNc1ccc(S(N)(=O)=O)cc1[N+](=O)[O-],0,1,-6,x,16,0,8
CCOC(=O)C1=CN(Cc2ccc(Br)cc2)S(=O)(=O)NC1C (stereo not drawn),-2,3,7,3.2,2,0,13
CC1CN(C(=O)COC(=O)Cc2c(Cl)cccc2Cl)CC(C)O1 (stereo not drawn),0,3,-3,-0.7,-4,-1,-12
CCOC(=O)c1cnc2c(cnn2C)c1Cl,0,x,-3,1.4,-4,3,-4
CSc1ncccc1C(=O)OCC(=O)Nc1ccc2c(c1)OCO2,-4,x,5,-0.7,0,2,x
Clc1ccc(C2Nc3ccccc3-n3cccc32)cc1 (stereo not drawn),x,x,-6,1.6,-2,x,2
CC(C)CCn1c(O)c(N=NC(=O)c2ccco2)c2ccccc21,4,x,5,x,14,4,-1
CC(C)CC#Cc1ccc2c(c1)O[C@@H](CN(C)C(=O)Cc1ccncc1)[C@@H](C)CN([C@@H](C)CO)S2(=O)=O,7,-3[16.7 µM],-3,0.7,22,4,2
CCN(CC(=O)NCc1ccc(Cl)cc1)C(=O)Cc1ccccc1[N+](=O)[O-],-1,4,3,2.1,-2,-4,0
CCC(=O)Nc1ccc2c(c1)C(=O)N(C)[C@H]1CC[C@@H](CC(=O)NCC3CC3)O[C@H]1CO2,0,20[16.7 µM],36*,0.8,-1,-2,u
COCC(=O)Nc1ccc2c(c1)[C@@H]1C[C@H](CC(=O)NCc3ccc(-c4ccccc4)cc3)O[C@@H](CO)[C@@H]1O2,-1,5[16.7 µM],-11,0.0,0,-3,4
O=c1ccc(N=Nc2ccccc2)ccc1O,4,x,5,3.2,x,10,2
COc1ccccc1S(=O)(=O)Cc1ccc(C(=O)NC2CCCCCC2)o1,-4,x,2,2.4,5,1,5
O=C(CSc1nc(=O)n(CCCN2CCOCC2)c2c1CCC2)Nc1ccc(F)cc1,-3,-5,1,0.8,-1,-2,-16
N#CCC(=O)Nc1ccc(C(=O)OCC(=O)N=c2sccn2Cc2ccccc2Cl)cc1,5,-7,6,-1.3,3,0,-3
O=C(C[C@@H]1C[C@H]2c3cc(NC(=O)NC4CCCC4)ccc3O[C@H]2[C@@H](CO)O1)NCc1ccc(Cl)cc1,3,11[16.7 µM],x,-1.9,-5,-1,7
Cc1cc(C)c2nc3sc(C(=O)N4CCOCC4)c(N)c3cc2c1,-1,36,-1,1.8,2,-4,-8
CCOC(=O)N1CCN(C(=O)CSC2=NS(=O)(=O)c3ccccc3N2)CC1,-4,1,-7,2.1,3,-2,-2
Cn1c(N)c(C(=O)CSc2nn(-c3ccc(F)cc3)c(=S)s2)c(=O)n(C)c1=O,-2,x,0,-0.9,1,3,3
CN(C(=O)COC(=O)c1n[nH]c(=O)c2ccccc12)c1ccccc1,-4,-2,x,-6.9,1,1,2
O=C1CCc2cc(Br)ccc2O1,4,x,-3,2.5,45*,-1,-1
COc1ccc(NC(=O)CN(C)C(=O)C(C)Oc2ccc(Br)cc2)cc1 (stereo not drawn),-2,-4,0,1.4,3,1,1
CC(=O)c1cccc(NC(=O)C(C)OC(=O)CCCN=C2NS(=O)(=O)c3ccccc32)c1 (stereo not drawn),1,x,6,-0.9,18,-2,10
O=C(NNC(=O)c1ccc(Cl)cc1Cl)c1ccc2ccccc2c1,x,x,-1,1.8,-1,0,7
Cc1cc([N+](=O)[O-])ccc1NC(=O)c1sc2ncn(CC(=O)N3CCOCC3)c(=O)c2c1C,11,-2,1,0.1,0,5,-2
C[C@H](CO)N1C[C@H](C)[C@@H](CN(C)Cc2ccc(Cl)c(Cl)c2)Oc2c(NS(=O)(=O)c3ccccc3)cccc2C1=O,-7&1,106*![16.7 µM],0&-3,-0.3&-0.5,2&2,1&-2,-8&-7

Additional entries:
molecule,SIRT5 inh,miR-122 sensor,ERp5 inh,CFTR F508del cor,Casp6 inh,ERAP1 HTS inh,DENV2 CPE rescue
O=C(Nc1cccc(Cl)c1N1CCOCC1)c1cc([N+](=O)[O-])ccc1N1CCOCC1,-10,x,5,0.7,-2,0,-19
Cc1ccc(CN2CCN(/N=C/c3cccs3)CC2)cc1,8,x,-1,x,1,5,0
Cc1ccc(C(=O)NC(=S)N(C)C2CCCCC2)cc1,1,x,2,0.9,-5,-5,u
CCC(=O)Nc1ccc2c(c1)C(=O)N(C)[C@@H]1CC[C@@H](CC(=O)N3CCc4ccccc4C3)O[C@@H]1CO2,0,-3[16.7 µM],-9,-0.1,1,-2,-3
CC(=O)c1cn(C(=O)c2ccc(Cl)cc2)c2ccccc12,1,-6,2,0.2,2,3,-3
C=CCn1c(SCc2ccccc2Cl)nnc1-c1sc2nc(C)cc(C)c2c1N,-1,x,-4,0.1,1,-3,-4
Clc1ccc(-c2cn(-c3ccccc3)c3[n+]2CCS3)cc1,1,1,1,-1.5,-2,0,0
COCCN(C(=O)Nc1ccc(OC)cc1)c1nc2ccccc2s1,7,0,3,x,-3,-2,0
Cc1[nH]n(-c2ccccc2)c(=O)c1C1(C(F)(F)F)C(=O)N(c2ccc(F)cc2)C2=C1C(=O)CC(C)(C)C2 (stereo not drawn),-5,x,-2,x,2,3,x
O=C(Nc1ccc(C(F)(F)F)cc1)N[C@@H]1CC[C@H](CCn2cc(C3(O)CCCC3)nn2)O[C@H]1CO,0,x,2,1.4,0,0,1
COc1ccc(-c2cn(CC[C@H]3CC[C@@H](N)[C@H](CO)O3)nn2)cc1,4,x,-1,3.0,-1,1,-3
COc1cccc(OC)c1C(=O)OCC(=O)N1CCC(Cc2ccccc2)CC1,-6,0,-3,-2.4,4,-1,-13
C[C@H](CO)N1C[C@H](C)[C@@H](CN(C)Cc2ccccc2)Oc2ccc(NC(=O)CCC(F)(F)F)cc2CC1=O,1,-1[16.7 µM],0,1.2,-4,3,1
C[C@@H]1CCCCO[C@@H](CN(C)C(=O)c2ccccc2)[C@H](C)CN([C@H](C)CO)C(=O)c2cc(NS(=O)(=O)c3cn(C)cn3)ccc2O1,-1,-3[16.7 µM],-1,-0.3,0,-1,8
Cc1cccc(Nc2ccncc2S(=O)(=O)NC(=O)NC(C)C)c1,-3,2,3,2.2,-3,3,3
C[C@@H]1CN([C@H](C)CO)C(=O)c2cc(-c3ccccc3)cnc2O[C@H]1CN(C)C(=O)Cc1cccnc1,-1,-2[16.7 µM],-7,-1.0,-1,-3,-5
O=C(CCN1C(=O)C2CCCCC2C1=O)Nc1ccc(OC(F)F)cc1 (stereo not drawn),6,x,3,1.6,0,-11,-3
C[C@@]12C(=O)Nc3cc(Cl)ccc3C(=O)N1[C@H]1c3cc(Cl)ccc3OC[C@@H]1[C@@H]2c1ccccc1,-1,x,9,-0.4,4,1,x
N#Cc1cccc(S(=O)(=O)NCCOc2ccccc2F)c1,-2,5,-4,0.3,-4,1,-1
CCOC(=O)C(=O)NNc1cccc(C)c1C,0,-3,-1,x,-7,-6,u
COCCCNC(=O)Cc1coc2ccc3ccccc3c12,-2,-1,-8,1.1,0,2,6
O=C(C[C@@H]1C=C[C@@H](NC(=O)Nc2cccc(F)c2)[C@@H](CO)O1)NCC1CCCCC1,x,x,-1,-1.0&-0.6,-7,-3,18
CCCCC/C=C/C1=CC(=O)C[C@H](c2ccc(Cl)cc2)C1,3,0,-1,2.6,1,-1,16
C[C@H](NC(=O)[C@@H]1[C@@H](CO)[C@@H]2Cn3c(cccc3=O)[C@@H]2N1C(=O)C1CC1)c1ccccc1,3,-6[16.7 µM],6,-0.3,1,0,-4
c1ccc(Nc2nc(NCC3CCCO3)c3ccccc3n2)cc1 (stereo not drawn),-2,-3,-7,-0.3,x,-86,1
Fc1ccccc1-c1csc(=Nc2cccnc2)n1CC1CCCO1 (stereo not drawn),1,-2,0,-0.4,-5,1,3
CCOc1ccccc1NC(=S)N1CCN(c2cccc(OC)c2)CC1,-10,0,0,2.6,0,-1,-1
CCc1cc(C)cc(OCCNC(=O)c2ncn[nH]2)c1,-7,-7,-6,-0.3,3,4,-7
Cc1cccc(C(=O)Nc2ccc(N3CCN(S(C)(=O)=O)CC3)cc2)c1,3,1,-3,-0.5,7,1,x
Cc1ccc(NC(=O)CS(=O)(=O)c2cn(CC(=O)N3CCOCC3)c3ccccc23)cc1,-4,9,1,0.7,1,x,-3

Other compounds.
molecule,SIRT5 inh,miR-122 sensor,ERp5 inh,CFTR F508del cor,Casp6 inh,ERAP1 HTS inh,DENV2 CPE rescue
CCSc1nnc(NC(=O)C2CCN(S(=O)(=O)c3cc(C(F)(F)F)ccc3Cl)CC2)s1,-2,-10,-8,0.8,-5,0,4
Cn1nc(C(F)(F)F)c(-c2ccc(Br)cc2)c1NC(=O)c1nccnc1C(=O)O,-2,x,5,-3.0,-3,x,-5
O=C(NC1CCCCC1)n1c(=O)oc2ccc(Cl)cc21,7,2,5,-0.4,1,1,5
O=C(Nc1nccs1)[C@H]1[C@H](CO)[C@H]2Cn3c(cccc3=O)[C@@H]1N2C(=O)C1CC1,7,4[16.7 µM],0,2.6,4,-1,9
CC(C(=O)NCCS(=O)(=O)c1ccc(Cl)cc1)S(=O)(=O)c1ccc(Cl)cc1 (stereo not drawn),-7,x,4,-3.0,-2,-4,17
O=C(NC1CCN(Cc2ccc(Cl)c(Cl)c2)CC1)c1ccccc1,-7,45,1,-2.1,x,0,4
Cc1cc(C)c(S(=O)(=O)NCCSCc2ccco2)c(C)c1,5,85,15,-1.4,16,-2,12
COc1cccc(CNC(=O)CCC2CCCN(C(=O)Cc3ccccc3F)C2)c1 (stereo not drawn),x,x,5,-2.2,0,2,-1
O=C(NCCC1=CCCCC1)C(=O)NCC1OCCCN1S(=O)(=O)c1cc(F)ccc1F (stereo not drawn),-2,5,1,-2.1,1,12,-3
CN1C(=O)c2cc(NC(=O)c3cscn3)ccc2OC[C@H]2O[C@H](CC(=O)N3CCOCC3)CC[C@@H]21,1,3[16.7 µM],8,2.3,3,-2,-6
CC(C)CC#Cc1ccc2c(c1)O[C@H](CN(C)C(=O)CN(C)C)[C@@H](C)CN([C@@H](C)CO)S2(=O)=O,-4,1[16.7 µM],-1,-0.6,-2,-1,x
C[C@H](CO)N1C[C@H](C)[C@H](CN(C)S(=O)(=O)c2ccc(Cl)cc2)Oc2ccc(NS(=O)(=O)c3cn(C)cn3)cc2C1=O,0,-2[16.7 µM],-2,-2.3,-1,-1,-10
COc1ccc(S(=O)(=O)Nc2ccc3c(c2)CC(=O)N([C@@H](C)CO)C[C@@H](C)[C@H](CN(C)Cc2ccc(-c4ccccc4)cc2)O3)cc1,-5,-30[16.7 µM],0,3.5,1,2,-22
CC(C)(C)c1ccc(C(=O)NCC(=O)NCC(C)(C)N2CCOCC2)cc1,0,-7,-2,-4.4,-2,3,x
COc1ccc([C@@H]2CC=C(C(=O)O)[C@H](c3cccc(Cl)c3)N2S(=O)(=O)c2ccc(C)cc2)cc1OC,3,x,4,-0.7,4,6,-10
CCCNC(=O)Nc1ccc2c(c1)OC[C@H](C)N(CC1CCCC1)C[C@H](C)[C@@H](OC)CN(C)C2=O,4,x,5,2.2,-3,1,-11
N#Cc1c(N)n(-c2cccc(C(=O)O)c2)c2nc3ccccc3nc12,-38,6,-4,-2.7,-2,-100,12
C[C@@H]1CN([C@H](C)CO)C(=O)Cc2cc(NS(=O)(=O)c3ccccc3)ccc2O[C@H]1CN(C)Cc1ccc(-c2ccccc2)cc1,15*,-4[16.7 µM],4,0.5,1,-3,0
